Thrombin inh – human alpha-thrombin inhibitors, primary screen, counter-screen for coagulation protease inhibitor project, biochemical, 1536-well, fluorogenic AMC substrate | actives 0.26% (n = 220,000) | AID 1046, 2008 | Boc-VPR-AMC fluorogenic substrate cleavage | inhibition, % at 5 µM | Prothrombin (Homo sapiens), P00734;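 active = inhibition at or above 40%; inactive = inhibition below 40%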;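 note: 0% = enzyme with no compound and 100% = wells without enzyme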
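System – human alpha-thrombin protein · Reagent – Boc-VPR-AMC substrate, 15 µM final · Compound – 5 µM single dose in 0.2% DMSO · Schedule – reaction at room temperature · Technique – AMC fluorescence at 355 nm excitation and 460 nm emission · Read-out basis – % inhibition relative to enzyme controls and enzyme-free blanks · Control set – no-compound enzyme wells and no-enzyme blanks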
FXIa inh 1536 – human FXIa protease inhibitors, primary screen, biochemical, 1536-well | inhibition, % at 5 µM | AID 798, 2007 | purified FXIa, Boc-Glu-Ala-Arg-AMC fluorogenic substrate | actives 0.14% (n = 220,000);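 active = inhibition of at least 40%; inactive = inhibition below 40%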;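 note: fluorescence of freed AMC excited at 355 nm; 0% = enzyme without compound and 100% = no enzyme blank; many of its hits are not listed in these tables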
Calpain2 inh – inhibitors of pig calpain II, primary screen, biochemical, fluorogenic peptide substrate, 1536-well | inhibition, % at 16 µM | actives 0.37% (n = 220,000) | AID 1236, 2008 | purified calpain II, 30 min;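 active = inhibition above about 50%, limit read from the data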
hK5 inh – human KLK5 protease inhibitors, primary screen, biochemical, 1536-well. AID 873, 2007. actives 0.59% (n = 210,000). Kallikrein-5 (Homo sapiens), Q9Y337. recombinant hK5, fluorogenic AMC substrate cleavage. inhibition, % at 5 µM;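 active = inhibition of 40% or more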;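 note: 0% = enzyme controls without compound and 100% = no-enzyme blanks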
Rad51 HR inh – human RAD51 strand exchange inhibitors, primary screen, biochemical, fluorescence | DNA repair protein RAD51 homolog 1 (Homo sapiens), Q06609 | hRad51 DNA strand exchange, fluorescence dequenching | inhibition, % at 10 µM | actives 0.085% (n = 200,000);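 active = inhibition above 40% at the single screening dose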;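 note: 0% = DMSO control wells and 100% = blanks with heterologous ssDNA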
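System: human Rad51 nucleoprotein filaments preassembled on unlabelled ssDNA. Reagent: labelled 47-mer dsDNA for strand exchange. Schedule: 30-min compound preincubation and 15-min exchange, both room temperature. Measured by: FRET fluorescence dequenching, excitation 485 nm, emission 520 nm. Read-out: Fluorescence-based percent inhibition, control- and blank-normalised. Benchmarks: plate controls and plate blanks.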
FXIIa inh – human FXIIa protease inhibitors, primary screen, biochemical, 1536-well; purified FXIIa, Boc-QGR-AMC fluorogenic substrate, 2 h; Coagulation factor XII (Homo sapiens), P00748; inhibition, % at 5 µM; actives 0.3% (n = 220,000); in the data active = inhibition above about 40%;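 note: 0% = enzyme with no compound and 100% = blank without enzyme; many of its hits are not listed in these tables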
Target sequence (P00748 20-372 limits assumed): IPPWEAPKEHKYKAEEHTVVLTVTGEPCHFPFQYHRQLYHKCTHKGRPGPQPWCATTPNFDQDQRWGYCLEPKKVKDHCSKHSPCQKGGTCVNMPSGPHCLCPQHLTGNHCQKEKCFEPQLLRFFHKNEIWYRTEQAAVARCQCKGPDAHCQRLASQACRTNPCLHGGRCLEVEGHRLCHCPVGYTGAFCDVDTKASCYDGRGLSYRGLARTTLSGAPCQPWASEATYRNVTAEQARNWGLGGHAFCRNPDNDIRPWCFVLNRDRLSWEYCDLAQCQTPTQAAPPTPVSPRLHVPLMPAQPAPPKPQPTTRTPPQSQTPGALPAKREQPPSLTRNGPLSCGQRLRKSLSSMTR
Target sequence (P00748 373-615 limits assumed): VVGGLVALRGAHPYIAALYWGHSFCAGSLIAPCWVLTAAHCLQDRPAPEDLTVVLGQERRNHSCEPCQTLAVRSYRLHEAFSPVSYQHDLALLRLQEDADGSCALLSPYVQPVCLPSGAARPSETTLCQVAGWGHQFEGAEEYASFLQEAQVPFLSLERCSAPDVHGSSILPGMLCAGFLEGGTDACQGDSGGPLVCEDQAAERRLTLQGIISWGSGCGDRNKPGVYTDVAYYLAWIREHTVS
Furin inh – human furin inhibitors, primary screen, biochemical, fluorescence intensity; P09958; purified furin, fluorogenic substrate cleavage; inhibition, % at 30 µM; actives 0.061% (n = 220,000); AID 463115, 2010; in the data active = inhibition above about 25%; note: inactives centre near -15
PERK inh – block of dimerizer-induced PERK translation repression, primary screen, PERK inhibitor project, CHO PERK-DD cells, SEAP luminescence, HTS; actives 0.17% (n = 220,000); inhibition, % at 5.6 µM; Eukaryotic translation initiation factor 2-alpha kinase 3 (Homo sapiens), Q9NZJ5; CHO PERK-DD fusion, SEAP luminescence translation reporter;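 active = inhibition above the mean inhibition of all tested compounds plus 3 SD, set separately per screening campaign, cut at about 2.9% in these data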;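 note: PERK kinase domain activated by AP20187 dimerizer at 100 nM; 0% = DMSO with dimerizer and 100% = rapamycin at 8.4 µM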
Cl transport mod – KCC2 cotransporter modulators, thallium flux, primary screen, cell-based, HEK293 KCC2, FluoZin-2 fluorescence, MLSMR. Solute carrier family 12 member 5 (Homo sapiens), Q9H2X9. KCC2 cells, thallium flux FluoZin-2 fluorescence. B-score of Tl+ flux slope (higher = more flux/activation; lower = inhibition) at 10 µM. actives 2.2% (n = 190,000);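 active = thallium flux slope and its plate-corrected score both differing from the plate sample mean at a set confidence after two filtering rounds, in either direction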;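 note: slope of fluorescence scaled to starting intensity during 10 to 20 s after thallium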
Active calls of the source: *; . = no result given; [ ] = another dose, or the depositor's remark. Some of the compounds tested (hit frequency here may not be typical).

mol | Cl transport mod | hK5 inh | FXIa inh 1536 | Rad51 HR inh | Thrombin inh | Furin inh | FXIIa inh | Calpain2 inh | PERK inh
CCN(c1ccc(NS(=O)(=O)c2cc(Cl)ccc2Cl)cc1)C(C)C | -0.273 | -3.1 | 12.0 | . | 3.0 | -19.4 | 18.7 | 10.9 | 0.4
O=S(=O)(/C=C/c1ccccc1)NC1CCCCCCC1 | 0.103 | -13.4 | -0.5 | . | -3.5 | -17.0 | 9.2 | 16.0 | 0.4
COc1ccc(CCNC(=O)CSc2nnnn2Cc2ccc3c(c2)OCO3)cc1OC | -0.985 | -5.2 | 0.4 | -1.5 | 2.5 | -18.2 | 12.7 | -9.4 | -0.5
COc1ccc2nc(NCCNC(=S)NCCCN3CCOCC3)c(C#N)cc2c1 | -0.0242 | 1.9 | -2.7 | 6.4 | 2.1 | -34.1 | 7.2 | -326.0 | 0.8
C/C(N)=C(/C#N)C(=O)COC(=O)CC12CC3CC(CC(C3)C1)C2 | . | 13.7 | 4.4 | -8.6 | -3.9 | -18.5[20 µM] | 6.6 | 65.4* | 0.1
O=C1C(Cl)=C(N2CCN(Cc3ccccc3)CC2)C(=O)N1c1ccccc1 | -0.41 | 8.3 | 1.5 | -3.4 | 4.8 | -24.8 | 5.8 | 19.7 | -0.6
O=C(COc1ccc(/C=N/NS(=O)(=O)c2ccccc2)cc1)Nc1ccccc1 | -0.197 | -3.2 | -2.9 | . | 4.3 | -21.5 | 8.1 | 17.0 | 1.7
Cc1ccnc(NC(=O)CCC(=O)N(CC(=O)NCc2ccccc2)Cc2ccco2)c1 | -0.518 | -56.9 | 0.4 | . | 0.2 | -42.3 | 12.3 | -5.3 | 1.9
CCOC(=O)c1[nH]c2cc3c(cc2c1NC(=O)CN1CC(C)CC(C)C1)OCO3 (centres undefined) | . | -8.2 | -3.6 | . | -0.4 | -29.8 | 7.4 | -258.8 | 0.6
COc1ccc2[nH]c(C(=O)O)c(CCN3C(=O)c4cccc([N+](=O)[O-])c4C3=O)c2c1 | 1.11 | -1.5 | 10.2 | 7.5 | -0.2 | -17.3 | 4.0 | -18.5 | 1.7

Part of the list above in order of count of non-hydrogen atoms, smallest number first.
mol | Cl transport mod | hK5 inh | FXIa inh 1536 | Rad51 HR inh | Thrombin inh | Furin inh | FXIIa inh | Calpain2 inh | PERK inh
O=S(=O)(/C=C/c1ccccc1)NC1CCCCCCC1 | 0.103 | -13.4 | -0.5 | . | -3.5 | -17.0 | 9.2 | 16.0 | 0.4
O=C(COc1ccc(/C=N/NS(=O)(=O)c2ccccc2)cc1)Nc1ccccc1 | -0.197 | -3.2 | -2.9 | . | 4.3 | -21.5 | 8.1 | 17.0 | 1.7
COc1ccc2[nH]c(C(=O)O)c(CCN3C(=O)c4cccc([N+](=O)[O-])c4C3=O)c2c1 | 1.11 | -1.5 | 10.2 | 7.5 | -0.2 | -17.3 | 4.0 | -18.5 | 1.7

(listing goes on)
mol | Cl transport mod | hK5 inh | FXIa inh 1536 | Rad51 HR inh | Thrombin inh | Furin inh | FXIIa inh | Calpain2 inh | PERK inh
c1cnc(N2CCN(c3cnccn3)CC2)nc1 | 0.0114 | -11.3 | 2.4 | 3.7 | 4.9 | -18.4 | 8.0 | 17.3 | -0.2
Cc1ccccc1-c1n[nH]c(=S)n1Cc1ccccc1 | -0.931 | -11.2 | -5.4 | -7.7 | 0.2 | -17.4 | 2.7 | -12.2 | -0.9
O=C(COC(=O)c1ccc(Cl)c(S(=O)(=O)N2CCN(c3ccc(F)cc3)CC2)c1)Nc1cccc(Cl)c1 | 2.03 | -11.3 | 9.2 | -1.2 | -1.0 | -26.6 | 18.0 | -25.8 | 0.9
CN1CCN(c2nc(-c3ccc(Br)cc3)nnc2-c2ccccc2)CC1 | -0.732 | 4.0 | 0.2 | 0.0 | -1.4 | 3.3[20 µM] | 1.9 | 3.7 | -0.3
O=c1c2c3nc4ccccc4nc3n(CC3CCCO3)c2ncn1CCc1ccccc1 (centres undefined) | -0.739 | 0.9 | 0.0 | 13.9 | -4.0 | -15.4 | -1.9 | -123.7 | 0.0
CC1CCN(C(=O)Cn2c(=O)oc3ccccc32)CC1 | -0.772 | -22.6 | 5.1 | 5.2 | 1.4 | -8.0 | 3.1 | 4.8 | 0.4
CCOc1cc(/C=C/C(=O)O)ccc1OCc1ccccc1 | -0.782 | -16.6 | -6.5 | -17.5 | -0.2 | -3.7 | -6.2 | -17.0 | 0.1
Cc1ccc(NC(=O)CN2C(=O)NC3(CCc4ccccc43)C2=O)cc1 (centres undefined) | 0.266 | -3.8 | -3.7 | 0.0 | -10.2 | -17.0 | 2.3 | -15.7 | 1.0

Not a retest: eleven of the compounds above.
mol | Cl transport mod | hK5 inh | FXIa inh 1536 | Rad51 HR inh | Thrombin inh | Furin inh | FXIIa inh | Calpain2 inh | PERK inh
C/C(N)=C(/C#N)C(=O)COC(=O)CC12CC3CC(CC(C3)C1)C2 | . | 13.7 | 4.4 | -8.6 | -3.9 | -18.5[20 µM] | 6.6 | 65.4* | 0.1
O=C1C(Cl)=C(N2CCN(Cc3ccccc3)CC2)C(=O)N1c1ccccc1 | -0.41 | 8.3 | 1.5 | -3.4 | 4.8 | -24.8 | 5.8 | 19.7 | -0.6
O=C(COc1ccc(/C=N/NS(=O)(=O)c2ccccc2)cc1)Nc1ccccc1 | -0.197 | -3.2 | -2.9 | . | 4.3 | -21.5 | 8.1 | 17.0 | 1.7
Cc1ccnc(NC(=O)CCC(=O)N(CC(=O)NCc2ccccc2)Cc2ccco2)c1 | -0.518 | -56.9 | 0.4 | . | 0.2 | -42.3 | 12.3 | -5.3 | 1.9
CCOC(=O)c1[nH]c2cc3c(cc2c1NC(=O)CN1CC(C)CC(C)C1)OCO3 (centres undefined) | . | -8.2 | -3.6 | . | -0.4 | -29.8 | 7.4 | -258.8 | 0.6
COc1ccc2[nH]c(C(=O)O)c(CCN3C(=O)c4cccc([N+](=O)[O-])c4C3=O)c2c1 | 1.11 | -1.5 | 10.2 | 7.5 | -0.2 | -17.3 | 4.0 | -18.5 | 1.7
c1cnc(N2CCN(c3cnccn3)CC2)nc1 | 0.0114 | -11.3 | 2.4 | 3.7 | 4.9 | -18.4 | 8.0 | 17.3 | -0.2
Cc1ccccc1-c1n[nH]c(=S)n1Cc1ccccc1 | -0.931 | -11.2 | -5.4 | -7.7 | 0.2 | -17.4 | 2.7 | -12.2 | -0.9
O=C(COC(=O)c1ccc(Cl)c(S(=O)(=O)N2CCN(c3ccc(F)cc3)CC2)c1)Nc1cccc(Cl)c1 | 2.03 | -11.3 | 9.2 | -1.2 | -1.0 | -26.6 | 18.0 | -25.8 | 0.9
CN1CCN(c2nc(-c3ccc(Br)cc3)nnc2-c2ccccc2)CC1 | -0.732 | 4.0 | 0.2 | 0.0 | -1.4 | 3.3[20 µM] | 1.9 | 3.7 | -0.3
O=c1c2c3nc4ccccc4nc3n(CC3CCCO3)c2ncn1CCc1ccccc1 (centres undefined) | -0.739 | 0.9 | 0.0 | 13.9 | -4.0 | -15.4 | -1.9 | -123.7 | 0.0

Source: PubChem BioAssay
